# Neddylation inh – blocks human cullin neddylation; P61081+Q13564; TR-FRET cullin neddylation, biochemical; calls only at 25 µM; hit rate 0.58% among 360,000; AID 651699; in the data active = inhibition above about 36%
# DNMT1 block – blocks human DNA methyltransferase DNMT1. P26358. DNMT1 molecular beacon, Hinp1I cleavage, fluorescence. inhibition (reported as % activation of signal), % at 10 µM. hit rate 0.83% among 360,000. AID 588458; in the data active = inhibition above about 50%
# SUMO1-SIM PPI – modulators of human SUMO1-mediated protein-protein interactions; P63165; SUMO1 binding to a labelled peptide, TR-FRET, 1 h; inhibition, % at 20 µM; hit rate 0.33% among 360,000; AID 602429; in the data active = inhibition above about 37%
# Target sequence (P63165 whole entry, looked up): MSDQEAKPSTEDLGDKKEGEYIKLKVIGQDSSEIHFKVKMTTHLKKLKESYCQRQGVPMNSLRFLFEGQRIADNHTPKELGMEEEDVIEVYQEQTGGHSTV
# CendR NRP1 mod – NRP-1/CendR interaction modulation; FAM-RPARPAR peptide binding to NRP-1, fluorescence polarization; inhibition, % at 25 µM; hit rate 0.85% among 360,000; AID 602438;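 active = inhibition or corrected inhibition above about 18%, plus a signal ratio from 0.5 to 1.5, limit read from the data, passing the limit was not always enough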; note: strong numbers were not always called active
# LMPTP inh – blocks human LMPTP phosphatase; P24666; hit rate 0.22% among 360,000; inhibition, % at 20 µM; recombinant LMPTP-A, OMFP fluorogenic substrate, fluorescence intensity;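 active = compounds that cut the enzyme signal by at least half of the control window in the single-dose screen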;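 note: plate controls were DMSO wells with enzyme plus substrate for no effect and substrate without enzyme for full effect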
# Target sequence (P24666 whole entry, looked up): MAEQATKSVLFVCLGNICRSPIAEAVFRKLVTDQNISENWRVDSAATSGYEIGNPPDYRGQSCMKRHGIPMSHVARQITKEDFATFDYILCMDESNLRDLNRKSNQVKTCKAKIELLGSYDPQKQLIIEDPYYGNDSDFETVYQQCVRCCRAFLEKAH
#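 Buffer or medium: Bis-Tris pH 6.0, DTT, detergent; Assay system: LMPTP-A enzyme; Quantity: 0.625 nM enzyme; Detection: endpoint fluorescence intensity; Times: 50 min dark incubation at room temperature; Controls: substrate-only low control, DMSO enzyme-plus-substrate high control; Doses: single 20 µM dose; Read-out: percent inhibition versus substrate-only and uninhibited controls; Reagent: 400 µM OMFP.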
# NadD block – NadD (S. aureus) enzyme inhibition | inhibition, % at 20 µM | hit rate 0.78% among 360,000 | AID 602399 | purified NadD enzyme, colorimetric absorbance read-out; in the data active = inhibition above about 26%; note: some compounds past the cut are filed as inactive
# Scp-1 inhibitor – Scp-1 (human) phosphatase inhibition; Q9GZU7; Recombinant Scp1, phosphopeptide, malachite green phosphate absorbance; inhibition, % at 20 µM; hit rate 0.88% among 340,000; AID 493091;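 active = inhibition above about 50% at 20 µM, limit read from the data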;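 note: plate controls were DMSO wells with enzyme for no effect and wells lacking enzyme for full effect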
# Target sequence (Q9GZU7 76-261 limits assumed): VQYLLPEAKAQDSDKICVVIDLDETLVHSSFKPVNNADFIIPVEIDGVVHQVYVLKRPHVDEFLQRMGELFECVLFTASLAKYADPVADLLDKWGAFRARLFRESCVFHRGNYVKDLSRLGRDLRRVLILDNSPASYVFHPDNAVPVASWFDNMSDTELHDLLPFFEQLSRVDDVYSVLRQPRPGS
#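 Material – SCP-1 phosphatase catalytic domain, residues 76-261 · Buffer or medium – Acidic Tris acetate buffer with magnesium and detergent · Also added – Phospho 17-mer peptide substrate · Compound – single 20 µM dose, 1% DMSO · Times – 45 min room-temperature reaction, 5 min colour, 30 min stabiliser · Technique – Phosphate-binding colour reagent, absorbance read at 630 nm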
# STEP inh – inhibitors of human striatal-enriched phosphatase STEP. P54829. recombinant STEP, OMFP fluorogenic substrate, fluorescence. inhibition, % at 20 µM. hit rate 0.25% among 360,000;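 active = inhibition at 20 µM, scaled per plate between control wells, above about 37%, limit read from the data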;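 note: 0% = DMSO with enzyme and substrate and 100% = substrate only without enzyme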
# Target sequence (P54829 whole entry, looked up): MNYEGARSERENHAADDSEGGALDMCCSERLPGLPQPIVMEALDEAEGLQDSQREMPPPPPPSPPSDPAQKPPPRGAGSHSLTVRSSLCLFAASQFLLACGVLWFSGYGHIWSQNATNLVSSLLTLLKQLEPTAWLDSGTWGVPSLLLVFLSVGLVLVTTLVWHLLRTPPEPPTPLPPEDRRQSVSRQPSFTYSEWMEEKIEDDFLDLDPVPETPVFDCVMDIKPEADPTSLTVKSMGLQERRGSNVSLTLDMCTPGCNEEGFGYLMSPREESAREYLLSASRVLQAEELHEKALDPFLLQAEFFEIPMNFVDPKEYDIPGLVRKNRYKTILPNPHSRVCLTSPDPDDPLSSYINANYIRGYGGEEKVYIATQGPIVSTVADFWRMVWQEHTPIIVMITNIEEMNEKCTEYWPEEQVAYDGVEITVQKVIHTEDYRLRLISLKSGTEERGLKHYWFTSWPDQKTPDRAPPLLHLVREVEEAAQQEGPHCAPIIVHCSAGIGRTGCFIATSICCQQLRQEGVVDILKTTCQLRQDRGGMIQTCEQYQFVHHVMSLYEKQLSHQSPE
#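 Material: STEP (striatal-enriched tyrosine phosphatase) enzyme, cell-free; Compound dosing: 20 µM single dose in 1% DMSO; Technique: fluorescence read at 480 nm ex / 540 nm em; Times: reaction 20 min, ambient temperature; Medium: 50 mM Bis-Tris pH 6.0 with 2.5 mM DTT and 0.005% Tween 20; Also added: OMFP at 25 µM.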
# SKN-1 inh – C. elegans SKN-1 inhibition; C. elegans VP596 Pgst-4::GFP/RFP ratio, acrylamide-induced, 24 h; inhibition, % at 21.8 µM; hit rate 0.49% among 360,000; AID 624304;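 active = interference check ratio from 0.5 to 1.5 plus GFP to RFP signal ratio inhibition reaching or exceeding a fixed threshold, cut at about 30% in these data, passing the limit was not always enough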; note: some compounds called inactive have numbers as strong as hits
# Tb MetRS inh – Trypanosoma brucei MetRS inhibition; purified T. brucei MetRS, ATP depletion, Kinase-Glo luminescence; inhibition, % at 11.9 µM; hit rate 0.4% among 360,000; AID 624268;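 active = inhibition above a per-plate cutoff of the control wells' mean inhibition plus 3 SD, cut at about 5.5% in these data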;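 note: 0% = DMSO wells median and 100% = median of wells with control inhibitor compound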
#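 System: purified T. brucei MetRS enzyme / Detection: Kinase-Glo luciferase luminescence reporting remaining unconsumed ATP / Medium: HEPES buffer with MgCl2, KCl, DTT, spermine, BSA, pyrophosphatase / Replication: singlicate, one well per compound / Evaluation: percent inhibition relative to median high and low control wells / Schedule: 2 h aminoacylation at 25 °C after 15 min preincubation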
# * marks the source's active call; other numbers are inactive results; i = inactive; . = no result given; + = active, no number; & = joins results of further samples.
SMILES,Neddylation inh,DNMT1 block,SUMO1-SIM PPI,CendR NRP1 mod,LMPTP inh,NadD block,Scp-1 inhibitor,STEP inh,SKN-1 inh,Tb MetRS inh
Cc1c(C(=O)NNC(=S)Nc2ccc(S(N)(=O)=O)cc2)oc2ccccc12,i,0,11,-14,-1.1,5,-5,2,-8,-0.3
COC(=O)c1cc(NS(=O)(=O)c2ccc(C(C)C)cc2)ccc1N1CCOCC1,i,0,0,11,0.2,0,10,-1,10,-0.2
Cc1ccccc1C(=O)NCC(=O)c1ccccc1,i,0,0,7,-1.1,-2,-7,0,12,-0.2
Nc1ccn(C2OC(CCl)C(O)C2O)c(=O)n1 (centres undefined),i,3,10,6,0.1,0,.,2,-8,-0.1
CC(C)C[C@@H](CNCC(=O)[C@H](Cc1ccccc1)NC(=O)c1[nH]cnc1C(=O)N[C@H](CN)CC(C)C)NC(=O)c1nc[nH]c1C(=O)N[C@@H](CC(=O)O)C(=O)O,i,4,47*,15,-2.4,28,13,0,1,-0.8
Cc1cc(C)cc(NC(=O)NC2CCN(CC(=O)Nc3cccc(Cl)c3C)CC2)c1,i,-2,-5,6,4.8,1,-7,2,-9,-0.9
CCN1CCN(Cc2c(O)ccc3c2O/C(=C\C=C\c2ccccc2)C3=O)CC1,i,-11,-1,109,1.8,-6,-8,-1,-12,-1.5
CCCS(=O)(=O)NCCc1csc(-c2ccc(OC)c(OC)c2)n1,i,2,-8,7,2.4,-1,-1,-1,1,-0.3
COc1cccc(C(=O)c2ccccc2C(=O)O)c1,i,2,2,10,-1.1,7,.,0,-15,-0.5
Cc1ccc(S(=O)(=O)N2CCN(S(=O)(=O)N3CCC(C)CC3)CC2)cc1C,i,2,9,-10,-1.3,-1,-7,-2,6,-0.2
CC(C)C(=O)Nc1cccc(NC(=O)c2cccnc2)c1,i,2,11,1,-0.1,6,-2,-1,1,0.0
COc1ccc(Cl)cc1NS(=O)(=O)c1ccc(OC)c(OC)c1,i,-5,-2,6,0.1,5,-11,-1,-22,-0.5
O=C(CCN1C(=O)c2ccccc2C1=O)Nc1ccc(-c2nc3ccccc3o2)cc1,i,42,1,2,0.0,4,4,0,2,-1.3
O=C1CC(NN2CCCCC2)C(=O)N1c1ccccc1 (centres undefined),i,-6,-7,-10,-1.0,-9,-5,3,11,-0.9
COc1ccc(C(=O)NC(C)Cn2nc(C)cc2C)cc1OC1CCN(C(C)=O)CC1 (centres undefined),i,1,-4,11,-1.3,6,-13,-2,8,-0.2
O=[N+]([O-])c1ccc(-c2ccc(S(=O)(=O)NCCN3CCCC3)cc2)cc1,i,-3,-28,2,2.8,6,1,1,3,-1.0
Cc1nnc(NC(=O)CSc2nccn2Cc2ccccc2)s1,i,0,8,4,-0.3,-11,-5,0,0,-0.6
COCCNC(=O)CSc1ccccc1C(=O)NC1CCSc2ccccc21 (centres undefined),i,-2,12,0,0.2,3,-4,1,6,-0.8
O=C(COC(=O)C1CC2C=CC1C2)NCc1ccc(F)cc1 (centres undefined),i,-2,1,-10,-0.6,3,-7,1,-9,-0.1
O=C1C(Cl)=C(N2CCCCCC2)C(=O)N1c1ccc(Cl)cc1,i,1,-21,-8,1.9,0,-5,20,6,0.1
COc1ccc(NC(=O)c2sc(SC)nc2N)cc1,i,-1,-12,-4,0.4,-3,-11,-2,7,0.1
S=c1[nH]nc(-c2ccco2)n1/N=C/C=C/c1ccccc1,i,8,-15,-8,1.3,1,3,-1,4,0.6
CCOc1ccc(-n2c(C)c(C(C)=O)c3cc(OC(C)=O)ccc32)cc1,i,-1,3,-8,2.1,-10,-6,0,-10,-0.5
O=C(COc1ccccc1)Nc1ccccc1Cl,i,0,-2,-6,0.6,-1,-1,1,8,-0.8
CC(C)c1ccccc1NC(=O)COC(=O)C1(C)CC1(Cl)Cl (centres undefined),i,-1,1,1,-1.0,-7,-12,-3,9,-0.3
COc1ccc(CNC(=O)CCN2C(=O)c3ccccc3S2(=O)=O)cc1,i,4,-1,17,-0.8,1,-5,-2,-1,-0.2
O=C(NCc1cccs1)c1cc2c(s1)CCCC2,i,-2,-3,-1,-0.3,-2,-15,-1,6,0.3
O=[N+]([O-])c1cc(C(F)(F)F)ccc1NCCCCNS(=O)(=O)c1ccc(Cl)cc1,i,-8,-12,2,3.3,-6,-7,0,3,-0.8
CCS(=O)(=O)NC(=O)C1(C)CCN1C(=O)Cc1ccc(Cl)cc1Cl (centres undefined),i,1,9,-5,-1.7,4,.,0,-7,-0.2
Cc1ccccc1CN1C(=O)CN(S(C)(=O)=O)CC1(C)C(=O)Nc1c(C)cccc1C (centres undefined),i,.,1,0,-0.8,.,.,.,-6,-0.3
CS(=O)(=O)NCc1nnc(SCc2ccccc2C(F)(F)F)o1,i,5,-1,-5,-1.4,-1,0,-1,3,-2.0
N#Cc1c2c(c(NCCOCCO)n3c1nc1ccccc13)CCCC2,+,-2,-10,-4,0.8,-6,-3,2,-1,-0.6
COCCCNC(=O)[C@@H](Cc1ccccc1)NC(=O)CC[C@H]1O[C@@H](n2ccc(=O)[nH]c2=O)[C@H](O)[C@@H]1O,i,9,0,-3,-0.6,0,.,0,-9,-1.2
CC(=O)Nc1cccc(-n2nnc(SCC(=O)c3ccccc3)n2)c1,i,0,-1,13,-1.1,1,1,0,10,0.5
O=C(NCCCOc1cccc(CN2CCCCC2)c1)c1ccc(Cl)c(Cl)c1,i,0,-1,-8,-0.1,-4,-8,0,8,0.5
Cc1csc2ncc(C(=O)Nc3ccccc3F)c(=O)n12,i,0,-3,-10,0.0,-4,-7,-2,6,0.7
Cc1ccc(CNC(=O)CCc2nnc3ccc(NCCCN4CCCC4=O)nn23)cc1,i,1,-1,10,-0.2,1,-2,-1,5,-0.1
CCC(=O)NNc1nc2c(C)cc(C)cc2s1,i,1,4,3,-0.4,4,-4,1,-3,0.6
CCN(CC(=O)Nc1ccc(NC(C)=O)cc1)C(=O)CCN1C(=O)C2CC=CCC2C1=O (centres undefined),i,0,5,7,-0.5,3,-3,-2,5,-0.5
COc1cccc(C(=O)Nc2ccccc2C(=O)NC2CC2)c1,i,2,-3,2,1.0,2,-2,-1,4,-0.1
CC1CCN(C2=C(NS(=O)(=O)c3ccc(Br)cc3)C(=O)c3ccccc3C2=O)CC1,i,-11,-29,12,4.1,5,16,1,1,1.1
COc1ccc(CCNC(=O)c2ccc3nc[nH]c3c2)cc1,i,-3,6,-1,1.1,1,0,-2,9,0.5
COc1ccc(S(=O)(=O)N2C[C@H]3CON(C)[C@H]3C[C@H]2c2ccc(-c3cccc(F)c3)cc2)cc1,i,-12,4,15,3.8,6,.,4,-4,-1.0
CCOC(=O)C1CCCN(C(=O)c2cc3nc(-c4cccc(OC)c4)cc(C(F)(F)F)n3n2)C1 (centres undefined),.,3,-15,7,0.9,1,-5,0,9,-0.7
Cc1ncc(CO)c(/C=N/NC(=O)c2cccc(S(=O)(=O)N3CCCC3)c2)c1O,+,0,-19,-8,2.4,2,-1,1,14,-0.4
CCCCCC(C)NC(=S)NC(=O)c1cc(S(=O)(=O)N2CCOCC2)ccc1C (centres undefined),i,0,14,26*,1.4,-3,0,4,5,-0.3
CCc1ccc(S(=O)(=O)Nc2ccc(Cl)cn2)cc1,i,5,2,14,-1.4,-3,-1,0,2,-1.1
O=C(/C=C/c1ccc(S(=O)(=O)N2CCOCC2)cc1)Nc1ccc(F)c(F)c1F,i,-2,-11,-5,0.4,-6,-6,2,-4,-0.3
COC(=O)[C@@]1(Cc2ccc(F)cc2)[C@H]2c3cc(C(=O)N4CCCC4)n(Cc4ccc(C)c(F)c4F)c3C[C@H]2CN1C(=O)c1ccccc1,i,.,4,-8,7.9,10,.,.,11,-1.0
O=C(O)CCSc1ccc2ccccc2n1,i,-1&-1,-1&0,10&2,-0.9&-1.2,-1&7,-6&-3,3&0,-1&1,-0.3&-0.8

# Laid out differently: results already given
mol	Neddylation inh	DNMT1 block	SUMO1-SIM PPI	CendR NRP1 mod	LMPTP inh	NadD block	Scp-1 inhibitor	STEP inh	SKN-1 inh	Tb MetRS inh
CCc1ccc(S(=O)(=O)Nc2ccc(Cl)cn2)cc1	i	5	2	14	-1.4	-3	-1	0	2	-1.1
O=C(/C=C/c1ccc(S(=O)(=O)N2CCOCC2)cc1)Nc1ccc(F)c(F)c1F	i	-2	-11	-5	0.4	-6	-6	2	-4	-0.3
COC(=O)[C@@]1(Cc2ccc(F)cc2)[C@H]2c3cc(C(=O)N4CCCC4)n(Cc4ccc(C)c(F)c4F)c3C[C@H]2CN1C(=O)c1ccccc1	i	.	4	-8	7.9	10	.	.	11	-1.0

# Continuation.
SMILES,Neddylation inh,DNMT1 block,SUMO1-SIM PPI,CendR NRP1 mod,LMPTP inh,NadD block,Scp-1 inhibitor,STEP inh,SKN-1 inh,Tb MetRS inh
COc1cc(C(F)(F)F)nc2ccc(C#CCOC(=O)Nc3ccccc3)cc12,i,9,5,0,-0.8,-7,-11,2,30,-0.2
C#Cc1cccc(NC(=O)Cc2cccs2)c1,i,-3,2,14,0.3,-5,-3,-2,-9,-0.9
O=C(COc1ccc(F)cc1)N1c2ccccc2CCc2ccccc21,i,-3,0,12,1.2,2,-10,-2,11,-0.9
CCOC(=O)c1ccc(NC(=O)NC2CC3CCC(C2)N3C(=S)NC)cc1 (centres undefined),i,0,0,4,-0.9,-2,4,-2,11,0.0
COc1ccc(CN2CC(C(=O)N3CC(C)CC(C)C3)CC2=O)cc1 (centres undefined),i,-2,0,-11,-0.6,-4,-10,1,7,0.2
COc1ccc(C(=O)N2CCCC(c3nc(-c4cc(OC)c(OC)c(OC)c4)no3)C2)cc1 (centres undefined),i,2,2,-3,0.2,0,-3,0,-18,-0.4
Cc1ccc(C(C#N)N2CCOCC2)cc1 (centres undefined),i,-5,0,-7,-1.8,-2,-4,0,4,-0.2
COc1ccc(C(=O)Nc2ccc(N3CCCCC3)cc2)cc1Br,i,-5,-1,-8,1.4,-2,-10,0,2,-0.1
COc1ccc(NS(=O)(=O)c2ccc(-n3nnc4ccccc43)c([N+](=O)[O-])c2)cc1,i,-1,-20,0,2.5,3,-8,-4,14,0.6
O=C(Nc1ccccc1)c1cc2ccccc2c(=O)s1,i,11,-16,2,1.0,-3,-22,-8,6,-2.1
O=C(CCCC(=O)N(CC(=O)NC1CCCCC1)Cc1ccc2c(c1)OCO2)Nc1ccccn1,i,3,-1,2,-2.0,-4,1,-5,-17,-1.3
CCOC(=O)c1ccc2c(c1)nc(C)n2CC,i,0,1,-12,-1.1,-6,12,1,24,-0.2
Nc1nc(Cn2nnc(-c3ccccc3F)n2)nc(N2CCOCC2)n1,i,0,-4,12,-0.7,7,0,2,-10,-0.6

# From PubChem BioAssay
